CRFBP-R2 block: blocks CRF-induced signaling of the CRF-BP/CRF-R2 complex; inhibition, % at 11.8 µM; 350,000 compounds, 0.59% hits; HEK293 CRF-R2/CRF-BP, CRF-induced calcium fluorescence;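 active means inhibition of the ligand-induced calcium signal above about 50% at the single tested concentration, limit read from the data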
CRFBP-R2 agonist: agonists of human CRF-binding protein/CRF-R2 receptor complex; HEK293 CRF-R2/CRF-BP, calcium dye fluorescence (FLIPR); percent of saturating CRF peptide response; activation, % at 13.2 µM; 350,000 compounds, 0.46% hits;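 active means activation of at least 50%, plus an integration ratio under a set limit after plate pattern correction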;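 further: plate controls were neutral control wells without compound for no effect and CRF at EC100 for full effect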
IDE inh: inhibitors of human insulin-degrading enzyme in cells. inhibition, % at 5.59 µM. 320,000 compounds, 0.41% hits. AID 434962. HEK cells, FAbetaB cleavage, fluorescence polarization;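 active means percent inhibition above the average of all tested compounds plus 3 SD, set per screening campaign, cut at about 16% in these data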;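 further: IDE supplied by intact live HEK cells; FP after avidin binding of uncleaved biotin substrate so inhibition keeps polarization high; 0% = DMSO wells and 100% = 60 µM reference IDE inhibitor Ii1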
M4 PAM: potentiates acetylcholine response at human M4 receptor; P08173; activation, % at 3 µM; CHO-K1 hM4/Gqi5, Fluo-8 calcium fluorescence, ACh EC20; 0% = ACh EC20, 100% = maximal ACh; 360,000 compounds, 0.4% hits;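 active means activation above its plate's cutoff, the mean activation of sample wells plus 3 SD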; further: some results filed as inactive read as strong as hits
Target sequence (P08173 whole entry, looked up): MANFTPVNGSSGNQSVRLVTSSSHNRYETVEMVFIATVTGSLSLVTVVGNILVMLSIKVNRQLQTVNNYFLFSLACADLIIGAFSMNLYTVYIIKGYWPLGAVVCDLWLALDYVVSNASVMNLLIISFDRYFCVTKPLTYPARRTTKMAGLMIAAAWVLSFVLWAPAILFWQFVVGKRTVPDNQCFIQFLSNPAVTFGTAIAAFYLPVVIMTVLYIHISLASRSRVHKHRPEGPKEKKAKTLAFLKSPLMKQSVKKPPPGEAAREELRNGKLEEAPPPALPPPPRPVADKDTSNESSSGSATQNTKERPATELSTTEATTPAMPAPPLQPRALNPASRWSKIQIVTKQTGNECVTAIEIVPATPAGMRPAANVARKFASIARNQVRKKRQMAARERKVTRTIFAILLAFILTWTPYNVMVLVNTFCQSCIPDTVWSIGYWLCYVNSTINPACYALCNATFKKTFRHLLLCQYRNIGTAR
PHOSPHO1 block: blocks human PHOSPHO1 phosphatase activity. Q8TCT1. recombinant PHOSPHO1, absorbance phosphatase assay. inhibition, % at 13.3 µM. 290,000 compounds, 1.1% hits; in the data active means inhibition above about 60%
Target sequence (Q8TCT1 whole entry, looked up): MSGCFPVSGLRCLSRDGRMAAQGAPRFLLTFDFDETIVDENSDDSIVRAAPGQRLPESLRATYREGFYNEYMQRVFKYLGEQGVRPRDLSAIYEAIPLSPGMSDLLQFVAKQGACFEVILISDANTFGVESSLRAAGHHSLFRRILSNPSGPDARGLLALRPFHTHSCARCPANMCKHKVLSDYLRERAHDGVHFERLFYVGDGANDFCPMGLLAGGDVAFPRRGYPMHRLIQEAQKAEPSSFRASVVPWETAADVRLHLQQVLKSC
p-CIP stab down: compounds decreasing mouse p/CIP protein stability | Q05BA5 | F442A p/CIP-EGFP cells, EGFP fluorescence, 16 h | decrease of EGFP signal, % at 10 µM | 290,000 compounds, 0.01% hits | AID 1984;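 active means EGFP signal decrease of at least 30% at 10 µM or well 3 SD below plate mean, unless failing retest; inactive means the rest, including hits failing retest or dose response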; further: some compounds called inactive have numbers as strong as hits; many of its hits are not listed in these tables
IDE act: boosts human insulin-degrading enzyme activity in HEK cells | 340,000 compounds, 0.073% hits | activation, % at 5.96 µM | FAbeta-B cleavage, fluorescence polarization; 0% vehicle, 100% cell-free pure enzyme wells | AID 493087;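 active means activation above the mean of all tested compounds plus 3 SD, set per screening campaign, cut at about 17% in these data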
GalR3 antagonist: blocks the human galanin receptor 3 | O60755 | HEK293 GalR3-CNG cAMP membrane potential fluorescence; galR3 body fused to GalR1 C-terminus | inhibition, % at 3 µM | 360,000 compounds, 0.44% hits | AID 651719;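 active means inhibition above the screen-wide average plus 3 SD, cut at about 13% in these data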;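 further: forskolin and galanin both at EC90 stimulate the cells; cAMP rise reported by CNG channel membrane potential dye signal; 0% = forskolin plus galanin with DMSO and 100% = forskolin alone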
Target sequence (O60755 1-299 limits assumed): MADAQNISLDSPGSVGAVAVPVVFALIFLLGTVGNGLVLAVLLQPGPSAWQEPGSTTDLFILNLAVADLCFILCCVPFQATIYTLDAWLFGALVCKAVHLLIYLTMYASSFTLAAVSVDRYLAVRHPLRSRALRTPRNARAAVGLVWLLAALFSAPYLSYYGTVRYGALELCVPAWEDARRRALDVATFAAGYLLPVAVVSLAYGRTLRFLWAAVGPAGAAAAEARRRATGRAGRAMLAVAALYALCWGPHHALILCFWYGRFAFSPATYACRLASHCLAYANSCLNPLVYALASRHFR
MEKK3 PB1 HTS: modulators (inhibitors or enhancers) of MEK5 binding to human MEKK3 PB1 domain. Q99759. binding response (% of control), % at 10 µM. 290,000 compounds, 1.4% hits. bead-based flow cytometry, Alexa488-MEK5 binding to MEKK3; actives lie on both sides; 0 = blocked by unlabeled MEK5, 100 = vehicle;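 active means binding response more than 3 SD above or below the average of its plate-row segment, actives on both sides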;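 further: Alexa488 bead fluorescence after subtracting the streptavidin-only scavenger bead signal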
Starred values were filed as active, the others as inactive; [ ] = another dose, or the depositor's remark.

Screening CC1CCCCC1NC(=O)c1cccc(S(=O)(=O)N2CCN(Cc3ccccc3)CC2)c1 (configuration not stated) returned CRFBP-R2 block 0.3, CRFBP-R2 agonist -1.0, IDE inh -3.8, M4 PAM -7.7, IDE act 7.2 and GalR3 antagonist -7.4.
`COc1cccc(NC(=O)Cn2c(=O)oc3ccccc32)c1` gave CRFBP-R2 block 6.6, CRFBP-R2 agonist -0.3, IDE inh 8.3, M4 PAM 0.5, PHOSPHO1 block -58.7, p-CIP stab down -1.4, IDE act -4.9, GalR3 antagonist -5.2 and MEKK3 PB1 HTS 114.0.
Screening CC(C)=CCC/C(C)=C/CC(C)(C)CNCCN1CCNCC1 returned IDE inh -5.9, PHOSPHO1 block -120.8, p-CIP stab down -2.8 and MEKK3 PB1 HTS 119.0.
`COc1ccc(NC(=O)NN2CCN(C)CC2)cc1` gave CRFBP-R2 block 10.0, CRFBP-R2 agonist 0.4, M4 PAM 8.9, PHOSPHO1 block -14.2, p-CIP stab down -0.5, IDE act 3.8, GalR3 antagonist -0.7 and MEKK3 PB1 HTS 100.0.
For O=C1CC(N2CCN(C3CCc4ccccc4C3)CC2)C(=O)N1c1ccccc1 (configuration not stated) the results were CRFBP-R2 block 4.2, CRFBP-R2 agonist 1.6, IDE inh 5.4, M4 PAM 6.7, IDE act 8.3, GalR3 antagonist -2.7 and MEKK3 PB1 HTS 104.0.
Cc1cc(C)nc(N2CCCC(C(=O)NC3CC3)C2)n1 (configuration not stated) was read as CRFBP-R2 block 7.7, CRFBP-R2 agonist -0.5, IDE inh 3.0, M4 PAM -4.3, PHOSPHO1 block 26.5, p-CIP stab down -2.6, IDE act -0.3, GalR3 antagonist -7.4 and MEKK3 PB1 HTS 99.0.
Screening COC(=O)COc1ccc(NC(=O)c2ccco2)cc1 returned CRFBP-R2 block -6.0, CRFBP-R2 agonist -0.9, IDE inh 2.8, M4 PAM -11.0, PHOSPHO1 block -34.9, p-CIP stab down 6.3, IDE act -3.4, GalR3 antagonist 5.8 and MEKK3 PB1 HTS 104.0.
O=P(O)(CP(=O)(c1ccccc1)c1ccccc1)c1ccccc1O was read as CRFBP-R2 block 22.9, CRFBP-R2 agonist 1.4, IDE inh -2.4, M4 PAM 9.1, PHOSPHO1 block 20.1, p-CIP stab down -5.3, IDE act 2.8, GalR3 antagonist -7.1 and MEKK3 PB1 HTS 94.0.
CCN1CCN(c2ccc(S(=O)(=O)N3CCCCC3)cc2NC(=O)/C=C/c2ccc(OC)c(OC)c2)CC1 was read as CRFBP-R2 block -16.9, CRFBP-R2 agonist 1.0, IDE inh -1.6, M4 PAM -2.5, IDE act 5.4 and GalR3 antagonist -3.2.
`Cc1cc(C)nc(N2CCC(C(=O)NNC(=O)c3ccccc3)CC2)n1` gave CRFBP-R2 block -3.9, CRFBP-R2 agonist 0.2, IDE inh 0.6, M4 PAM -2.4, PHOSPHO1 block -13.9, p-CIP stab down 0.9, IDE act 0.4, GalR3 antagonist -4.6 and MEKK3 PB1 HTS 104.0.
`CSCCC(C(=O)N1C[C@]2(C)C[C@H]1CC(C)(C)C2)N1C(=O)c2ccccc2C1=O` (some centres not stated) gave CRFBP-R2 block 1.5, CRFBP-R2 agonist 1.2, IDE inh -5.2, M4 PAM -2.1, PHOSPHO1 block -5.7, p-CIP stab down 3.2, IDE act 1.1, GalR3 antagonist -4.5 and MEKK3 PB1 HTS 91.0.
Screening CCOC(=O)c1c(C)oc2c1c(C(c1cccnc1)N1CCOCC1)c(O)c1ccccc12 (configuration not stated) returned CRFBP-R2 block 9.6, CRFBP-R2 agonist -6.0, IDE inh 5.0, M4 PAM -2.6, PHOSPHO1 block 78.7*, p-CIP stab down -15.4, IDE act -1.0, GalR3 antagonist -2.2 and MEKK3 PB1 HTS 103.0.
CCc1nn(C(C)C(=O)NCc2ccc(Cl)cc2)c(=O)c2cc3occc3n12 (configuration not stated) was read as CRFBP-R2 block -5.2, CRFBP-R2 agonist -0.5, IDE inh 3.9, M4 PAM 4.2, PHOSPHO1 block 45.3, p-CIP stab down 3.9, IDE act -0.1, GalR3 antagonist -2.4 and MEKK3 PB1 HTS 98.0.
`Cc1ccc(Cl)cc1NC(=O)C(=O)N1CCCCC1` gave CRFBP-R2 block 3.3, CRFBP-R2 agonist -0.8, IDE inh 1.3, M4 PAM 4.7, PHOSPHO1 block 10.8, p-CIP stab down 1.7, IDE act -1.1, GalR3 antagonist -4.1 and MEKK3 PB1 HTS 94.0.
For O=C(CNC(=O)C12CC3CC(CC(C3)C1)C2)OCC(=O)N1CCCCC1 the results were CRFBP-R2 block 4.1, CRFBP-R2 agonist 3.8, IDE inh -1.3, M4 PAM -2.1, IDE act -3.1 and GalR3 antagonist -4.9.
COc1ccc(F)cc1S(=O)(=O)n1nnc2ccccc21 was read as CRFBP-R2 block 4.5, CRFBP-R2 agonist -1.5, IDE inh -0.8, M4 PAM 21.6*, PHOSPHO1 block 3.4, p-CIP stab down 4.0, IDE act 0.8, GalR3 antagonist -6.0 and MEKK3 PB1 HTS 85.0.
Screening Cc1ccc2c(c1)C=CC(C)N2C(=O)c1ccccc1 (configuration not stated) returned CRFBP-R2 block 13.5, CRFBP-R2 agonist 3.0, IDE inh -3.3, M4 PAM -0.5, PHOSPHO1 block 15.4, p-CIP stab down 6.1, IDE act -0.4, GalR3 antagonist -6.6 and MEKK3 PB1 HTS 103.0.
`COc1cc(/C=C/C(=O)O)ccc1S(=O)(=O)N1CCCc2ccccc21` gave CRFBP-R2 block -10.0, CRFBP-R2 agonist -0.3, IDE inh 0.9, M4 PAM 14.7, PHOSPHO1 block -28.8, p-CIP stab down -2.6, IDE act 5.8, GalR3 antagonist -2.4 and MEKK3 PB1 HTS 91.0.
`CCn1cc(C(=O)N2CCN(C3CCCCC3)CC2)c2cc(OC)c(OC)cc2c1=O` gave CRFBP-R2 block 0.1, CRFBP-R2 agonist 0.4, IDE inh 5.4, M4 PAM 2.1, PHOSPHO1 block -13.6, p-CIP stab down -10.5, IDE act -7.7, GalR3 antagonist -4.5 and MEKK3 PB1 HTS 103.0.
Screening Cc1ccc(CN2CCN(Cc3ccc(OC(C)C)cc3)CC2CCO)o1 (configuration not stated) returned CRFBP-R2 block -1.2, CRFBP-R2 agonist -1.0, IDE inh -0.9, M4 PAM -3.2, PHOSPHO1 block 32.8, p-CIP stab down -15.8, IDE act 2.8, GalR3 antagonist -6.9 and MEKK3 PB1 HTS 109.0.

The final two entries of the section above open the next one.
`CCn1cc(C(=O)N2CCN(C3CCCCC3)CC2)c2cc(OC)c(OC)cc2c1=O` gave CRFBP-R2 block 0.1, CRFBP-R2 agonist 0.4, IDE inh 5.4, M4 PAM 2.1, PHOSPHO1 block -13.6, p-CIP stab down -10.5, IDE act -7.7, GalR3 antagonist -4.5 and MEKK3 PB1 HTS 103.0.
Screening Cc1ccc(CN2CCN(Cc3ccc(OC(C)C)cc3)CC2CCO)o1 (configuration not stated) returned CRFBP-R2 block -1.2, CRFBP-R2 agonist -1.0, IDE inh -0.9, M4 PAM -3.2, PHOSPHO1 block 32.8, p-CIP stab down -15.8, IDE act 2.8, GalR3 antagonist -6.9 and MEKK3 PB1 HTS 109.0.
COc1ccc(C(C)NC(=O)Cc2cccs2)cc1 (configuration not stated) was read as CRFBP-R2 block -13.9, CRFBP-R2 agonist 3.1, IDE inh -0.9, M4 PAM 0.9, PHOSPHO1 block 29.1, p-CIP stab down -10.9, IDE act 3.3, GalR3 antagonist -10.6 and MEKK3 PB1 HTS 108.0.
`NNS(=O)(=O)c1ccc(Cc2ncc(C(F)(F)F)cc2Cl)s1` gave CRFBP-R2 block 15.4, CRFBP-R2 agonist 0.0, IDE inh 7.2, M4 PAM -0.9, PHOSPHO1 block -6.8, p-CIP stab down -9.2, IDE act 1.5, GalR3 antagonist -6.1 and MEKK3 PB1 HTS 108.0.
Screening COc1ccc2c(c1)O/C(=C\c1ccco1)C2=O returned CRFBP-R2 block 1.2, CRFBP-R2 agonist 2.0, IDE inh 10.0, M4 PAM 5.6, PHOSPHO1 block 22.6, p-CIP stab down -10.6, IDE act -6.0, GalR3 antagonist -7.6 and MEKK3 PB1 HTS 96.0.
For CNC(=O)[C@@H]1C[C@H]1[C@@H](NC(=O)OCc1ccccc1)c1ccccc1 the results were CRFBP-R2 block -7.1, CRFBP-R2 agonist 0.6, IDE inh 3.2, M4 PAM -1.2, PHOSPHO1 block 3.5, p-CIP stab down 6.7, IDE act 5.4, GalR3 antagonist -4.3 and MEKK3 PB1 HTS 94.0.
COc1ccc(OC)c(S(=O)(=O)n2nnc3cc(Cl)ccc32)c1 was read as CRFBP-R2 block 21.0, CRFBP-R2 agonist -1.2, IDE inh -3.1, M4 PAM -0.3, PHOSPHO1 block 15.3, p-CIP stab down -2.6, IDE act 1.9, GalR3 antagonist -1.6 and MEKK3 PB1 HTS 98.0.
For C#CCNC(=O)C1=C[C@@H](c2coc3ccccc3c2=O)[C@H](CCCO)[C@@H](OCC)O1 the results were CRFBP-R2 block -4.7, CRFBP-R2 agonist -1.5, IDE inh -1.2, M4 PAM 6.6, PHOSPHO1 block 5.1, p-CIP stab down -9.6, IDE act 0.0, GalR3 antagonist -0.1 and MEKK3 PB1 HTS 100.0.
COc1ccc(C)cc1S(=O)(=O)N1CCCC(C(=O)N2CCOCC2)C1 (configuration not stated) was read as CRFBP-R2 block 4.1, CRFBP-R2 agonist -1.2, IDE inh 2.8, M4 PAM 4.5, PHOSPHO1 block 42.7, p-CIP stab down -7.4, IDE act 4.8, GalR3 antagonist -2.8 and MEKK3 PB1 HTS 102.0.
COc1ccccc1Cn1c(=O)[nH]c2cccnc21 was read as CRFBP-R2 block -5.5, CRFBP-R2 agonist -2.1, IDE inh 6.1, M4 PAM -1.1, PHOSPHO1 block -9.3, p-CIP stab down -13.2, IDE act 2.7, GalR3 antagonist -0.3 and MEKK3 PB1 HTS 91.0.
Screening C/C(=N\N=C(/N)SC1CC(=O)N(c2ccc(Cl)cc2)C1=O)c1cccs1 (configuration not stated) returned CRFBP-R2 block -10.8, CRFBP-R2 agonist -1.5, IDE inh 2.5, M4 PAM 7.6, PHOSPHO1 block -13.9, p-CIP stab down 9.2, IDE act -3.4, GalR3 antagonist -8.8 and MEKK3 PB1 HTS 96.0.
CCc1nnc(NC(=O)C2CC(=O)N(CCc3ccccc3)C2)s1 (configuration not stated) was read as CRFBP-R2 block 11.0, CRFBP-R2 agonist -0.2, IDE inh 0.2, M4 PAM -5.4, PHOSPHO1 block 38.7, p-CIP stab down -1.9, IDE act 4.5, GalR3 antagonist -1.3 and MEKK3 PB1 HTS 104.0.
For CN(c1ccccc1)S(=O)(=O)c1ccc(C(=O)OCC(=O)NCc2ccco2)cc1 the results were CRFBP-R2 block 13.9, CRFBP-R2 agonist -1.5, IDE inh -0.9, M4 PAM -4.2, PHOSPHO1 block 13.8, p-CIP stab down 4.2, IDE act 8.4, GalR3 antagonist 0.5 and MEKK3 PB1 HTS 115.0.
`CC1Nc2nc(N(C)C)[nH]c(=O)c2NC1C` (configuration not stated) gave CRFBP-R2 block 10.8, CRFBP-R2 agonist -0.3, IDE inh -1.7, M4 PAM 0.6, PHOSPHO1 block -19.6, p-CIP stab down -8.5, IDE act -4.6, GalR3 antagonist 4.8 and MEKK3 PB1 HTS 96.0.
O=C1c2ccccc2-c2onc3ccc(NCCCn4ccnc4)c1c23 was read as CRFBP-R2 block -166.0, CRFBP-R2 agonist 193.5*, IDE inh -8.4, PHOSPHO1 block 47.2, p-CIP stab down 4.2 and MEKK3 PB1 HTS 33.0*[inhibitor].
